Source: PubChem (The Scripps Research Institute Molecular Screening Center)
TbREL1 primary – TbREL1 RNA ligase inhibitors, primary screen, biochemical, FRET fluorescence | RNA-editing ligase 1, mitochondrial (Trypanosoma brucei brucei), P86926 | TbREL1 RNA ligation | inhibition, % at 9.66 µM | hit rate 0.49% among 89,000 | AID 1117264, 2014;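 active = inhibition above the mean inhibition across all screened compounds plus 3 SD, cut at about 11% in these data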;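 note: 0% = plate median of test wells and 100% = NSC42067 control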
Target sequence (P86926 whole entry, looked up): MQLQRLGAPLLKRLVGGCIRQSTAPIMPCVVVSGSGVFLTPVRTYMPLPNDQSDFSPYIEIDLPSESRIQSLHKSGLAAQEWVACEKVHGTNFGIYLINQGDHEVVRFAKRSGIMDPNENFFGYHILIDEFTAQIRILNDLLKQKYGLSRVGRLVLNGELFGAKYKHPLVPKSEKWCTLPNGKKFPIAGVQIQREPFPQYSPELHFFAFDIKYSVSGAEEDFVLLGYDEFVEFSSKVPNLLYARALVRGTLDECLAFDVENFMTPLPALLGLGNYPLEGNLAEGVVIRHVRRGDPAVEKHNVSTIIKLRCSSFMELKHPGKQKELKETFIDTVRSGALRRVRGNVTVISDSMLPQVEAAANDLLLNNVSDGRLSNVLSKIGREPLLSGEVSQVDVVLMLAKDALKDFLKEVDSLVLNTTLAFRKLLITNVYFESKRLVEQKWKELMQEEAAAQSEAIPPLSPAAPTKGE
* marks the source's active call; other numbers are inactive results. Only part of the results is shown (hit frequency here may not be typical).

SMILES	TbREL1 primary
CCOCCn1c(=O)c2c(nc3n2CCN3c2ccc(C)cc2)n(C)c1=O	-1.0
O=S(=O)(Nc1nc2ccccc2[nH]1)c1ccccc1	3.5
Cc1ccccc1-c1nnc(SCC(=O)Nc2ccc3c(c2)OCCO3)n1N	-2.5
CSc1ccccc1OCc1cc(C(=O)N2CCCC2c2nonc2C)no1 (configuration not stated)	-2.0
CCN(CC)CCn1c2ccccc2c2nc3ccc([N+](=O)[O-])cc3cc21	4.2
Cc1ccc(OCC(=O)N2CCN(C(=O)c3cccc(F)c3)CC2)cc1	-1.9
COc1ccc(OC)c(N(CC(=O)Nc2cccnc2)S(=O)(=O)c2ccccc2)c1	5.8
CCCc1nnc(SCC(=O)N2CCOCC2)n1C	1.0
CCC(=O)Nc1c(C#N)c2nc3ccccc3nc2n1-c1ccccc1C	-1.9
CCn1c(SCC(N)=O)nc2c1c(=O)n(C)c(=O)n2C	3.0
O=C(NCCN1C(=O)C2C3C=CC(C3)C2C1=O)Nc1ccc(Br)cc1 (configuration not stated)	-1.2
COc1ccc(Nc2ccc(S(=O)(=O)N3CCCCC3)cc2[N+](=O)[O-])cc1	4.8
C=C(C)C(=O)Nc1ccc(OC(F)(F)C(F)F)c(NC(=O)C(=C)C)c1	-0.6
CC(C)(C)NC(=O)N1CCn2cccc2C1c1ccccc1F (configuration not stated)	-5.0
CCN(C(=O)COC(=O)COc1ccccc1Cl)c1c(N)n(Cc2ccccc2)c(=O)[nH]c1=O	-1.9
CNS(=O)(=O)c1cccc(C(=O)OCC(=O)NCc2ccccc2)c1	1.3
C#CC(C)(C)NC(=O)CSc1nc2c(c(=O)n(C)c(=O)n2C)n1CCCC	-1.3
COCCNc1nc(-c2cc(C)n(CCc3ccc(OC)cc3)c2C)cs1	-0.7
CCCCCCCCN1C(=O)[C@@H](CC(=O)NCc2ccc(C)o2)C[C@@]2(C(=O)OC)C1=C[C@H](C(C)C)O[C@@H]2C1CC1	-4.3
CC(C)c1ccc(Nc2nnc(SC3CCOC3=O)s2)cc1 (configuration not stated)	-0.4
COc1ccc(-n2c(O)c(/C=N/NS(=O)(=O)c3cc(C)ccc3C)c3ccccc3c2=O)cc1OC	-6.4
COc1cc(Br)cc2cc(C(=O)N3CCN(c4ccccn4)CC3)c(=O)oc12	1.2
Cc1cccc(C)c1NC(=O)CN(C)C(=O)c1ccc2nc[nH]c2c1	-0.1
COc1cc(-c2nnc(SCC(=O)Nc3ccc4c(c3)OCCO4)o2)cc(OC)c1OC	-2.2
CC(=O)c1cc(C(=O)N2CCCC(C(=O)c3ccc(Cl)cc3)C2)cs1 (configuration not stated)	-1.5
CCOc1ccc(/C=C(/NC(=O)c2ccccc2Cl)C(=O)O)cc1	-2.1
CCOc1ccc(/C=C(\C(=O)O)c2ccc(S(=O)(=O)N3CCOCC3)s2)cc1OC	1.1
CC(=O)c1cccc(NC(=O)c2ccc(S(=O)(=O)N3CCCC3)cc2)c1	-3.5
COC(=O)CSc1ccc2c(N)c(C(=O)OC)sc2c1	-2.9
O=C(COC(=O)c1ccc([N+](=O)[O-])o1)Nc1ncc(Cl)cc1Cl	-0.1
COc1ccc(-n2c(C)cc(C(=O)COC(=O)Cc3n[nH]c(=O)c4ccccc34)c2C)cc1	-5.1
Cc1nc(C(=O)NC2CC2)sc1C1(C)CC(c2ccccc2)=NO1 (configuration not stated)	-2.3
COc1c(O)cc2oc(-c3ccc(O)cc3)cc(=O)c2c1O	-1.6
Cc1ccc(CS(=O)(=O)Cc2ccc(C(=O)NCCc3ccccc3)o2)cc1	0.9
COC(=O)[C@]12CCCCC=C1N(Cc1ccco1)C(=O)[C@H](CC(=O)N1CCCCC1)C2	-2.6
CC(C)Cn1c(O)c(/C=C2\C=NN=C2c2ccccc2)sc1=S	2.9
COc1ccc(C2=NS(=O)(=O)N(C)C(C(=O)Nc3ccc4c(c3)OCO4)=C2)cc1OC	1.9
O=C(COC(=O)c1ccc([N+](=O)[O-])o1)NC1CCCCC1	-0.6
CCOC(=O)c1cc2c(ccn2C)n1CC(=O)N(C)C	1.6
Cc1ccc(OCC(=O)OCC(=O)c2cccc([N+](=O)[O-])c2)cc1C	-0.6
OCCNCc1cc(Br)ccc1OCc1ccc(Cl)cc1Cl	8.0
CCN1CCN(CCOc2cccc(Oc3ccccc3)c2)CC1	5.7
COc1cc(C2C(C(=O)c3ccc(C)o3)=C(O)C(=O)N2CCc2ccccc2)ccc1O (configuration not stated)	-1.6
NC(=O)NOCc1ccc(F)cc1Cl	2.0
CN(Cc1ccccc1)C(=O)OCc1cn(Cc2cc(F)cc(F)c2)nn1	-0.1
Cc1ccc(NC(=O)c2cc3nc(C)cc(C)n3n2)cc1	-0.2
O=C(Nc1cccc(Cl)c1)c1ccccc1	6.9
CC1CCN(C(=O)CSc2nnc(Cc3cccn3C)n2-c2ccc(F)cc2)CC1	-4.7
CCOC(=O)c1sc(=S)n(-c2ccc(OC)cc2)c1N	-3.9
CC(=O)c1cccc(NC(=O)CCN2C(=O)C3CC=CCC3C2=O)c1 (configuration not stated)	8.7

Other entries:
SMILES	TbREL1 primary
CCOc1cc(/C=C2/N=C(C)C(C(=O)OC)=C2O)ccc1O	-1.1
COCCN1C(=O)c2oc3c(C)cc(C)cc3c(=O)c2C1c1cccc(O)c1 (configuration not stated)	0.3
CC1(C)CC(=O)C=C(c2ccc(COC(=O)c3ccccc3)cc2)C1=O	-1.4
COc1ccc(-c2noc(-c3ccccc3C(=O)NCc3ccco3)n2)cc1OC	0.6
CCN(CCNC(=O)C1CCN(Cc2nc(-c3cccc(Cl)c3)oc2C)CC1)c1ccccc1	-5.3
COc1ccc(S(=O)(=O)N2CCC(C(=O)N(CC(C)C)C3CCS(=O)(=O)C3)CC2)cc1OC (configuration not stated)	-5.4
Cn1cc(CCNC(=O)CC2C(=O)NCCN2CC(c2ccccc2)c2ccccc2)cn1 (configuration not stated)	-1.1
O=c1[nH]cnc2ccc([N+](=O)[O-])cc12	9.2
O=C(c1ccccc1)N1CC(COc2ccccc2)OC(c2ccco2)O1 (configuration not stated)	-7.5
Cc1c(NC(=O)/C(C#N)=C/C2CC=CCC2)c(=O)n(-c2ccccc2)n1C (configuration not stated)	1.4
CCC(C)(C)n1nnnc1C(c1ccc(F)cc1)N1CCN(C(=O)c2ccco2)CC1 (configuration not stated)	-3.3
O=C(OC(c1ccc(NS(=O)(=O)c2ccccc2)cc1)(C(F)(F)F)C(F)(F)F)c1ccccc1	-3.0
CN(C)c1cccc(-c2cnc(N3CCC(C(N)=O)CC3)nc2)c1	2.9
COc1ccc(-c2csc(N(CCCN(C)C)C(=O)c3ccc(C(C)(C)C)cc3)n2)cc1	7.1
C=CCn1c(SCC(=O)Nc2nnc(C)s2)nnc1-c1cccnc1	1.1
Cc1ccc(-n2c(C)cc3c2CC(C)(C)CC3=O)cc1C	-3.4
COc1ccc(C2NC(=S)N(Cc3ccc(Cl)cc3)C(C)=C2C(C)=O)cc1 (configuration not stated)	-8.6
COc1ccc([N+](=O)[O-])cc1N(CC(=O)NC1CCCCC1)S(C)(=O)=O	-0.1
COc1ccc(N2CSC(=S)N(c3ccc(OC)cc3)C2)cc1	-7.7
O=C(CN(c1cccc([N+](=O)[O-])c1)S(=O)(=O)c1ccccc1)NCc1cccnc1	0.7
CCCCCCN1CCN(C2CN(Cc3cn(CCCCCC)nn3)S(=O)(=O)C2)CC1 (configuration not stated)	4.5
COc1ccc(N2CCN(C(=O)NC3CC(=O)N(c4ccc(OC)cc4)C3)CC2)cc1 (configuration not stated)	-3.3
CCOC(=O)c1cccc(OC(=O)CCNC(=O)c2ccc(Cl)cc2)c1	-0.2
CCC1c2ccc(C)n2CCN1C(=O)Nc1ccccc1OC (configuration not stated)	-3.0
COc1cccc(/C=N/NC(=O)CSc2ccccc2C)c1O	-3.5
Cn1c(-c2ccccc2)c(/C=N/NC(=O)c2cccnc2)c2ccccc21	3.5
COC(=O)NN=C1CCC(c2ccccc2)CC1 (configuration not stated)	-0.7
Cc1ccccc1-n1nnnc1SCC(=O)NCC1(N2CCOCC2)CCCCC1	-3.8
Cc1noc(C)c1COC(=O)c1ccc(F)c(S(=O)(=O)N2CCOCC2)c1	-3.1
Cc1ccc(S(=O)(=O)N(C)c2ccc(OCC(=O)NCC3(N(C)C)CCCCC3)cc2)cc1	0.4
O=C(Nc1ccon1)c1ccccc1F	0.8
CCn1cnc2cc(NCc3nc4ccccc4n3Cc3ccccc3)ccc21	-7.7
COc1ccc(S(=O)(=O)N2CCCC(C(=O)NC3CCCC3)C2)cc1OC (configuration not stated)	-3.3
CCSc1nc2ccc(OC)cc2cc1C#N	1.3
CCN(CC)C(=O)c1[nH]cnc1C(=O)NCC(=O)OCc1ccccc1	-1.9
CN1C(C(=O)NCc2ccccc2)CC2Cn3c(nc4cc(Cl)c(Cl)cc43)C21 (configuration not stated)	-3.2
O=S1(=O)c2ccc(N3CC[C@H](O)C3)cc2O[C@@H]2CCN1C2	-1.8
O=C1OCCC1Sc1nnc(-c2ccccc2Br)n1Cc1ccccc1 (configuration not stated)	-0.6
Cc1ccc(N2CC(C(=O)Nc3c4c(nn3C(C)(C)C)CS(=O)(=O)C4)CC2=O)cc1 (configuration not stated)	0.4
Cc1cc(C)n2nc3nc4c(cc3c2n1)CCCC4	-0.4
COc1ccc2sc(-c3ccc(S(C)(=O)=O)cc3)c(C#Cc3cncn3C)c2c1	-1.4
CC(C)(C)OC(=O)NCCc1nnc(SCc2ccc(Cl)cc2)o1	-0.7
Cc1ccc(CSCCNS(=O)(=O)c2ccccc2)cc1	-1.7
Cc1nn(CCCC(=O)NCc2ccc(Cl)cc2)c(C)c1[N+](=O)[O-]	0.5
Cn1c(SCC(=O)Nc2ccc3c(c2)n(C)c(=O)n3C)nnc1-c1ccncc1	-0.3
Cc1cc(C(=O)COC(=O)c2ccc(F)cc2F)c(C)n1C1CC1	-6.3
CCOc1ccc(NC(=O)C2CCCCN2S(=O)(=O)c2ccccc2)cc1 (configuration not stated)	-1.1
Nc1nc(-c2cccnc2)nn1C(=O)Cc1ccccc1	-0.7
CCS(=O)(=O)N1CCC(C(=O)NCc2ccccc2OC)CC1	1.3
Cc1cc2c(ncn2C)c(NS(=O)(=O)c2cc(Cl)ccc2Cl)c1C	4.2

Filtered by structure: those above with a COOH group.
SMILES	TbREL1 primary
CCOc1ccc(/C=C(/NC(=O)c2ccccc2Cl)C(=O)O)cc1	-2.1
CCOc1ccc(/C=C(\C(=O)O)c2ccc(S(=O)(=O)N3CCOCC3)s2)cc1OC	1.1

(continued)
SMILES	TbREL1 primary
CCOC(=O)C1CCN(CC(=O)Nc2ccc(OC)c(S(=O)(=O)N3CCCCC3)c2)CC1	2.4
Cc1cc(C(=O)Nc2ccccc2N2CCOCC2)no1	-1.8
CC(C)(C)OC(=O)N1CCN(C(=O)c2[nH]cnc2C(=O)NCC(=O)OCc2ccccc2)CC1	-0.6
CCN(CC)S(=O)(=O)c1ccc(N2CCOCC2)c(NC(=O)Cc2ccccc2)c1	10.7
O=S(=O)(c1ccc(F)c(F)c1)N1CCN(Cc2ccc3c(c2)OCO3)CC1	2.3
CC(C)[C@H](Nc1ncnc2c1oc1ccccc12)C(=O)O	8.3
C=CCSc1nc2c(cnn2-c2ccccc2)c(=O)n1N	2.4
COc1cc(=O)n2c(n1)SCCC2	-2.2
O=C(Cn1c(=O)oc2ccccc21)NCC1COc2ccccc2O1 (configuration not stated)	2.0
COC(=O)Cn1c2ccc(C)cc2c2nc(C)sc21	-1.5

A draw from above in order of molecular weight, rising.
SMILES	TbREL1 primary
COc1cc(=O)n2c(n1)SCCC2	-2.2
COC(=O)Cn1c2ccc(C)cc2c2nc(C)sc21	-1.5
Cc1cc(C(=O)Nc2ccccc2N2CCOCC2)no1	-1.8
O=C(Cn1c(=O)oc2ccccc21)NCC1COc2ccccc2O1 (configuration not stated)	2.0
O=S(=O)(c1ccc(F)c(F)c1)N1CCN(Cc2ccc3c(c2)OCO3)CC1	2.3
CCN(CC)S(=O)(=O)c1ccc(N2CCOCC2)c(NC(=O)Cc2ccccc2)c1	10.7

(continued)
SMILES	TbREL1 primary
Cc1c(C(=O)NC2CCCc3ccccc32)oc2ccc(S(=O)(=O)N3CCCCC3)cc12 (configuration not stated)	-0.4
Cc1ccc(C(=O)COC(=O)CNC(=O)COc2ccccc2C)cc1C	3.5
C=C(C)CNC(=S)Nc1cccc(S(=O)(=O)NC2=NCCC2)c1	-1.6
Cc1cccc(NC(=O)CCC(=O)c2cccs2)n1	0.8
O=C(Nc1nnc(C2CCCCC2)s1)c1cccs1	6.0
Cc1cccc(-c2nnc(SCC#N)n2-c2ccccc2)c1	0.1
COc1cc(C(=O)NNC(=O)c2ccc(NC(C)=O)cc2)cc(OC)c1OC	0.7
CC(C)=C1SC(N2CCN(c3cccc(C(F)(F)F)c3)CC2)=NC1=O	-1.1
C=CCNC(=S)NNC(=O)c1ccc(OC(C)C)cc1	-4.5
CC(=O)Oc1c(C)c(=O)n(C)c2ccccc12	-2.1
CCN1CCCC1CNC(=O)c1c(O)c2c([nH]c1=O)CCCC2 (configuration not stated)	0.2
O=c1c([N+](=O)[O-])c(N2CCCC2)c2ccccc2n1-c1ccccc1	-0.7
Cc1sc(NC(=O)c2ccccc2)c(C(=O)NCCN(C)C)c1C	0.3
Cc1cc(C(=O)Nc2ccc(C(=O)O)cc2)c(C)o1	3.5
